NR3A LBD binder: modulates the human NR3A ligand-binding domain | NR3A LBD differential scanning fluorimetry, Tm shift; 0% = protein alone, 100% = glycine-bound protein | Tm shift relative to glycine control, % at 25 µM | 340,000 compounds, 2.5% hits | AID 1259313;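 active = melting temperature shift of at least 10% of the positive control shift, at one fixed dose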
EBI2 block: blocks human EBI2 receptor beta-arrestin signaling; P32249; EBI2 beta-arrestin recruitment, luminescence, 7a,25-OHC stimulated; inhibition, % at 5 µM; 360,000 compounds, 0.81% hits; AID 651636; in the data active = inhibition above about 38%;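 also: enzyme fragment complementation signal reports receptor beta-arrestin coupling in cells; 0% = agonist plus DMSO wells and 100% = wells without agonist; some results beyond the cut were filed as inactive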
APOBEC3A inh: blocks human APOBEC3A ssDNA deamination; 330,000 compounds, 0.41% hits; recombinant A3A, FAM/TAMRA ssDNA deamination fluorescence; P31941; AID 493011; inhibition, % at 20 µM;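 active = at least 40% inhibition at 20 µM here, with at most 30% in a related deaminase screen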;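 also: plate controls were A3A with DMSO for no effect and wells lacking A3A enzyme for full effect; some results filed as inactive read as strong as hits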
Target sequence (P31941 whole entry, looked up): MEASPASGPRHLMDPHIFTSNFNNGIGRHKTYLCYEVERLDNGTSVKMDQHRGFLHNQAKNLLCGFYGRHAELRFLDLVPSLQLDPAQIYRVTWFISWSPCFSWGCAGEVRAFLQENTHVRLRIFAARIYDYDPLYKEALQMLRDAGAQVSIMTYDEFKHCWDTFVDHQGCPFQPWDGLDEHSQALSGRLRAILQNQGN
A3G deaminase: APOBEC3G (human) deaminase inhibition; Q9HC16; recombinant A3G, ssDNA deamination FAM/TAMRA fluorescence; inhibition, % at 20 µM; 330,000 compounds, 0.28% hits; AID 493012;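 active = inhibition of at least 40% at 20 µM, with no more than 30% in the related APOBEC3A deaminase screen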;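 also: plate controls were DMSO wells with A3G for no effect and wells lacking A3G enzyme for full effect; some compounds called inactive have numbers as strong as hits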
Target sequence (Q9HC16 whole entry, looked up): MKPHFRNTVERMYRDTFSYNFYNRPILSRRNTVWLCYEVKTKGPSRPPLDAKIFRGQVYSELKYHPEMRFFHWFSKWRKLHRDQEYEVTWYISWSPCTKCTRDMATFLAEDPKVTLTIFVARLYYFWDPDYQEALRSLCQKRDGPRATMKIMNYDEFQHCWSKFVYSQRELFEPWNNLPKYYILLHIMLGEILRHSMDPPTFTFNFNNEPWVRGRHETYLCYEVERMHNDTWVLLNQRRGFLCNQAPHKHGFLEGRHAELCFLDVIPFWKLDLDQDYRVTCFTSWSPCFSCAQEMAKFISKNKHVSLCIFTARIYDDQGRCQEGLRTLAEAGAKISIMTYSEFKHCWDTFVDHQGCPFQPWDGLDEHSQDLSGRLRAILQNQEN
MPTP block: permeability transition pore inhibition | isolated mouse mitochondria, Ca2+ swelling absorbance, 30 min | 360,000 compounds, 1.4% hits | AID 602449 | inhibition, % at 10 µM;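 active = inhibition of 50% or more, scaled per plate between neutral and stimulator controls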;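 also: 0% = DMSO wells given calcium and 100% = 1 mM EGTA wells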
CXCR6 inh: blocks human CXCR6 beta-arrestin recruitment; O00574; CHO-K1 PathHunter CXCR6 beta-arrestin, luminescence; inhibition, % at 20 µM; 360,000 compounds, 0.36% hits; AID 602244; in the data active = inhibition above about 34%, passing the limit was not always enough;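 also: antagonist mode with CXCL16 agonist at 10 nM final; 0% = 10 nM CXCL16 with DMSO and 100% = unstimulated wells without agonist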
Gli-Sufu antag: blocks Gli-Sufu signaling in a luciferase reporter; Sufu-KO-LIGHT fibroblasts, Gli luciferase reporter luminescence; inhibition, % at 5 µM; 340,000 compounds, 0.74% hits; AID 588413;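 active = inhibition above about 55%, limit read from the data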;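 also: 0% = DMSO-treated cells and 100% = wells with medium but no cells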
CCR6 antag: blocks CCL20-driven beta-arrestin recruitment at human CCR6 | 340,000 compounds, 0.49% hits | CHO-K1 CCR6 PathHunter beta-arrestin, luminescence, CCL20-stimulated | inhibition, % at 20 µM | P51684;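 active = compounds whose inhibition of the agonist-driven luminescence signal at 20 µM reaches about 50%, limit read from the data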;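 also: cells stimulated with CCL20 at 14 nM final; plate controls were DMSO with CCL20 for no effect and DMSO without agonist for full effect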
Starred values were filed as active, the others as inactive. The order is random; overall some 5.8% were active at least once.

(1) Cc1ccc(S(=O)(=O)N2CCC(C(=O)OCC(=O)N3CCCCC3C)CC2)cc1C (centres undefined)
(2) Cc1ccc(C(=O)N2CCN(C(=O)c3ccc(C)cc3)C2)cc1
(3) O=C1CCCC(O)=C1N=Nc1c(Cl)cc(Cl)cc1Cl
(4) C/C(=N/NC(=O)CCC(=O)Nc1ccc(Br)cc1)c1ccc(Br)cc1
(5) CC(C)N(Cc1nc(-c2ccc(Cl)cc2)no1)C(=O)c1cccs1

| assay / entry | 1 | 2 | 3 | 4 | 5 |
| --- | --- | --- | --- | --- | --- |
| CXCR6 inh | 8 | 0 | 9 | -3 | 8 |
| NR3A LBD binder | 2 | 1 | 0 | -5 | 2 |
| APOBEC3A inh | 6 | 8 | 2 | 0 | 9 |
| CCR6 antag | 9 | 5 | 7 | -7 | 6 |
| Gli-Sufu antag | -10 | 22 | 1 | 8 | 28 |
| A3G deaminase | -4 | -9 | -6 | 2 | -3 |
| EBI2 block | 2 | 13 | 5 | -7 | 4 |
| MPTP block | 1.5 | -1.1 | 0.9 | -0.6 | -1.6 |

(6) COc1ccc(C(=O)NC2CCCCCCC2)cc1OC
(7) COc1cccc(CC2(CO)CCCN(Cc3[nH]c4ccc(C)cc4c3C)C2)c1 (centres undefined)
(8) Cc1ccc(NC(=O)CCNC(=O)c2ccc(Cl)cc2)cc1F
(9) O=C(C(=O)N1CCCc2ccccc21)c1c[nH]c2ccccc12
(10) O=C(O)C1CCCCC1C(=O)NCCCCc1ccccc1 (centres undefined)

| assay / entry | 6 | 7 | 8 | 9 | 10 |
| --- | --- | --- | --- | --- | --- |
| CXCR6 inh | -13 | -24 | 8 | 0 | 8 |
| NR3A LBD binder | -2 | -4 | -53 | 0 | 0 |
| APOBEC3A inh | -1 | 1 | 0 | 3 | -1 |
| CCR6 antag | -9 | -5 | 7 | 6 | 22 |
| Gli-Sufu antag | -9 | 7 | 19 | 2 | 2 |
| A3G deaminase | -4 | -8 | -3 | 0 | 2 |
| EBI2 block | 9 | 7 | 11 | -3 | 5 |
| MPTP block | 1.1 | 4.3 | 7.3 | 1.8 | 0.2 |

Some of these compounds in order of number of heavy atoms, smallest number first.
(6) COc1ccc(C(=O)NC2CCCCCCC2)cc1OC
(8) Cc1ccc(NC(=O)CCNC(=O)c2ccc(Cl)cc2)cc1F
(5) CC(C)N(Cc1nc(-c2ccc(Cl)cc2)no1)C(=O)c1cccs1

| assay / entry | 6 | 8 | 5 |
| --- | --- | --- | --- |
| CXCR6 inh | -13 | 8 | 8 |
| NR3A LBD binder | -2 | -53 | 2 |
| APOBEC3A inh | -1 | 0 | 9 |
| CCR6 antag | -9 | 7 | 6 |
| Gli-Sufu antag | -9 | 19 | 28 |
| A3G deaminase | -4 | -3 | -3 |
| EBI2 block | 9 | 11 | 4 |
| MPTP block | 1.1 | 7.3 | -1.6 |

(list continues)
(11) COCCCN1C(=O)C(O)=C(C(=O)c2ccco2)C1c1ccc(Br)cc1 (centres undefined)
(12) CC(C)N(Cc1cnn(C)c1)Cc1nc(-c2ccc(Cl)cc2)no1
(13) CCNc1c(NS(=O)(=O)c2ccc(Cl)s2)c(=O)oc2ccccc12
(14) O=C(CSc1nnc(Cc2ccccc2)o1)c1ccc(F)cc1
(15) Cc1cccc(NC(=O)Cn2c(=O)oc3cc(S(=O)(=O)N4CCCC4)ccc32)n1

| assay / entry | 11 | 12 | 13 | 14 | 15 |
| --- | --- | --- | --- | --- | --- |
| CXCR6 inh | 6 | -2 | 7 | 1 | 2 |
| NR3A LBD binder | -1 | 1 | 1 | 1 | 0 |
| APOBEC3A inh | -3 | 0 | -1 | 1 | -2 |
| CCR6 antag | -9 | 5 | 15 | 9 | 4 |
| Gli-Sufu antag | 4 | -14 | 16 | -2 | -12 |
| A3G deaminase | -3 | -4 | -7 | 2 | -8 |
| EBI2 block | -11 | -2 | -7 | 12 | 3 |
| MPTP block | -4.6 | -2.6 | 1.3 | 1.3 | 0.7 |

(16) CC(=O)N(C)c1ccc(N=Cc2cc3c(cc2[N+](=O)[O-])OCO3)cc1
(17) CC(C)NC(=O)Nc1ccc2c(c1)C(=O)N([C@H](C)CO)C[C@H](C)[C@@H](CN(C)C(=O)NC1CCCCC1)O2
(18) CCOC(=O)CNC(=O)N1CCCC(C(=O)c2cc(C)c(OC)c(C)c2)C1 (centres undefined)
(19) Cc1ccc(NC(=O)CSc2n[nH]c(-c3ccncc3)n2)c(C)c1
(20) O=C(Nc1ccccc1C(=O)O)c1ccc(Br)o1

| assay / entry | 16 | 17 | 18 | 19 | 20 |
| --- | --- | --- | --- | --- | --- |
| CXCR6 inh | -12 | -8 | 4 | -2 | -2 |
| NR3A LBD binder | 0 | -1 | -1 | -1 | -1 |
| APOBEC3A inh | 3 | -1 | -4 | -3 | 4 |
| CCR6 antag | -15 | 5 | -1 | -7 | 4 |
| Gli-Sufu antag | -1 | 29 | 4 | -12 | -15 |
| A3G deaminase | 10 | -4 | -9 | -8 | -1 |
| EBI2 block | -15 | -1 | 5 | -9 | -11 |
| MPTP block | 4.0 | 1.0 | 0.7 | -1.2 | 0.1 |

(21) CC(=O)Nc1ccc(C(=O)OCCc2ccccc2)cc1
(22) CCC(C)[C@H]1COCCS(=O)(=O)N1Cc1ccc(Cl)cc1Cl (some centres undefined)
(23) Cc1ccc(NS(=O)(=O)c2ccc3c(c2)NC(=O)C(C)C(=O)N3)c(Cl)c1 (centres undefined)
(24) NC(=O)C1CCCN(CC(O)COCc2ccc(Cl)cc2)C1 (centres undefined)
(25) CCc1ccc(OCC(=O)NNC(=S)NC(=O)C2CCCCC2)c(Br)c1

| assay / entry | 21 | 22 | 23 | 24 | 25 |
| --- | --- | --- | --- | --- | --- |
| CXCR6 inh | -1 | -2 | -2 | -1 | 25 |
| NR3A LBD binder | -12 | 0 | 0 | 1 | -13 |
| APOBEC3A inh | -1 | 3 | 0 | 0 | -6 |
| CCR6 antag | -8 | 11 | -12 | 9 | 23 |
| Gli-Sufu antag | -11 | -20 | 4 | -3 | -8 |
| A3G deaminase | -1 | 23 | 1 | -2 | 35 |
| EBI2 block | 4 | 7 | -5 | 2 | -2 |
| MPTP block | -0.3 | 0.0 | 0.5 | 0.5 | 5.2 |

4 entries drawn at random from the list so far, as already listed:
(25) CCc1ccc(OCC(=O)NNC(=S)NC(=O)C2CCCCC2)c(Br)c1
(22) CCC(C)[C@H]1COCCS(=O)(=O)N1Cc1ccc(Cl)cc1Cl (some centres undefined)
(21) CC(=O)Nc1ccc(C(=O)OCCc2ccccc2)cc1
(24) NC(=O)C1CCCN(CC(O)COCc2ccc(Cl)cc2)C1 (centres undefined)

| assay / entry | 25 | 22 | 21 | 24 |
| --- | --- | --- | --- | --- |
| CXCR6 inh | 25 | -2 | -1 | -1 |
| NR3A LBD binder | -13 | 0 | -12 | 1 |
| APOBEC3A inh | -6 | 3 | -1 | 0 |
| CCR6 antag | 23 | 11 | -8 | 9 |
| Gli-Sufu antag | -8 | -20 | -11 | -3 |
| A3G deaminase | 35 | 23 | -1 | -2 |
| EBI2 block | -2 | 7 | 4 | 2 |
| MPTP block | 5.2 | 0.0 | -0.3 | 0.5 |

The results go on.
(26) CCOC(=O)N1CCN(c2cc(=O)n(-c3cccc(Br)c3)c(=O)[nH]2)CC1
(27) CCN(CC)C(=O)Cn1c(=O)n(-c2ccccc2)c(=O)c2sccc21
(28) COC(=O)[C@]1(Cc2ccccc2)N[C@H](CN(C)C(=O)Nc2ccc(F)cc2)[C@@H]2C(=O)N(C)C(=O)[C@@H]21
(29) CCOCC(=O)Nc1cccc(C(=O)OCC)c1
(30) CCN(CC(=O)Nc1ccccc1Br)Cc1nc2ccccc2c(=O)[nH]1

| assay / entry | 26 | 27 | 28 | 29 | 30 |
| --- | --- | --- | --- | --- | --- |
| CXCR6 inh | 6 | -5 | 9 | -4 | -2 |
| NR3A LBD binder | 1 | 4 | -4 | -1 | 2 |
| APOBEC3A inh | -6 | -1 | -4 | -1 | -2 |
| CCR6 antag | -4 | 9 | -6 | -4 | 3 |
| Gli-Sufu antag | -2 | 5 | -15 | -2 | 5 |
| A3G deaminase | -10 | -4 | -7 | 10 | -4 |
| EBI2 block | 1 | 1 | -13 | -7 | -6 |
| MPTP block | -2.0 | 1.3 | -0.2 | -2.1 | 0.7 |
